Bioassay records as filed in PubChem BioAssay.
EBI2 block: blocks human EBI2 receptor beta-arrestin signaling; P32249; EBI2 beta-arrestin recruitment, luminescence, 7a,25-OHC stimulated; inhibition, % at 5 µM; 0.81% of 360,000 active; in the data active means inhibition above about 38%;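 further: enzyme fragment complementation signal reports receptor beta-arrestin coupling in cells; 0% = agonist plus DMSO wells and 100% = wells without agonist; some results beyond the cut were filed as inactive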
Target sequence (P32249 whole entry, looked up, the tested form may be a part): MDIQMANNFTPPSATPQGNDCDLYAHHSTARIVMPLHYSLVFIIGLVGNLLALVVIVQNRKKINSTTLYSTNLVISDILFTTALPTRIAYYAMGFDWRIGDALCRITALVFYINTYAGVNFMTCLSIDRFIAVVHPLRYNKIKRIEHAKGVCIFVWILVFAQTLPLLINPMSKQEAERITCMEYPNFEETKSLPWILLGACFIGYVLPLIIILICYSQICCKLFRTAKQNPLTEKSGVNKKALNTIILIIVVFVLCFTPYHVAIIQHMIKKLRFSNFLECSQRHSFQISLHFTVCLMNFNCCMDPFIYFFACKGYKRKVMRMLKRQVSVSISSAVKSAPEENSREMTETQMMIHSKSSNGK
CXCR6 inh: CXCR6 (human) receptor inhibition | O00574 | CHO-K1 PathHunter CXCR6 beta-arrestin, luminescence | inhibition, % at 20 µM | 0.36% of 360,000 active; in the data active means inhibition above about 34%, passing the limit was not always enough;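 further: antagonist mode with CXCL16 agonist at 10 nM final; 0% = 10 nM CXCL16 with DMSO and 100% = unstimulated wells without agonist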
Target sequence (O00574 whole entry, looked up): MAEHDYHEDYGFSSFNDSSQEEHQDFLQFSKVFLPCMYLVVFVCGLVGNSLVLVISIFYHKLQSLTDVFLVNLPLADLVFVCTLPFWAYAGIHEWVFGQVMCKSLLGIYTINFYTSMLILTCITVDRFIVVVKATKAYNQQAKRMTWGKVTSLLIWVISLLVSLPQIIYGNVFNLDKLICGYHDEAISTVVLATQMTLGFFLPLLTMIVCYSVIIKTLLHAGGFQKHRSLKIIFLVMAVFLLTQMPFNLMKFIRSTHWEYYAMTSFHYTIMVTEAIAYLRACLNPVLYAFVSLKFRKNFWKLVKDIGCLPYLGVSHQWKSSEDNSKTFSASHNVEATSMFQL
* marks the source's active call; other numbers are inactive results. These rows are one share of the data; rates above refer to the full screens.

smiles,EBI2 block,CXCR6 inh
OC[C@@H]1CN(Cc2ccc(Cl)cc2)C[C@H](n2cnc3c(NCc4ccncc4)ncnc32)O1,-3,-6
Cc1ccc(NS(=O)(=O)c2ccc(-n3cccn3)cc2)cc1Cl,-3,-4
COc1ccc(NC(=O)C[C@H]2C(=O)N(CCc3ccccc3)C[C@@H]2C)cc1,2,8
CCOc1ccccc1-c1cncc(NC)n1,-8,0
Cn1c(Nc2ccc(F)cc2)nc2cc(-c3ccsc3)sc2c1=O,7,-1
CCN(CC)c1ncnc2c1ncn2[C@H]1CN(Cc2ccccc2)C[C@@H](CO)O1,6,0
COc1cccc(Cn2c3ccc(NC(=O)CCc4ccc(F)cc4)cc3c(=O)n2C)c1,-10,-4
O=c1ccc2nc3ccccc3sc-2c1,-10,10
CCN(CC)C(=O)c1cccc(-c2csc(C(C)(O)c3cccc(F)c3)n2)c1 (stereo not given),12,-17
Cc1cccc(NC(=O)c2cc(S(=O)(=O)N3CCCCC3)c[nH]2)c1,1,0
CC1(C(=O)NS(=O)(=O)C2CC2)CCCN(C(=O)C2(c3ccc(Cl)cc3)CCCC2)C1 (stereo not given),-6,-2
CC(C)c1cccc(C(C)C)c1NC(=O)c1ccc(-c2cc(Cl)ccc2Cl)o1,18,1
O=C(/C=C/[C@H]1O[C@@H](n2ccc(=O)[nH]c2=O)[C@H](O)[C@@H]1O)N[C@@H](Cc1ccccc1)C(=O)O,-5,-4
COCCn1c(SCC(=O)Nc2ccc(F)cc2F)nc2c(c1=O)SCC2,-4,-2
COc1ccc(CN2C(=O)c3ccccc3C2(C)c2nc3ccccc3[nH]2)cc1 (stereo not given),2,-1
COc1ccc(NC(=O)C2Cc3c(-c4ccc(Cl)cc4)ccnc3O2)cc1OC (stereo not given),-3,-11
O=C(CN(CCO)Cc1ccccc1)N1CCN(S(=O)(=O)c2ccccc2)CC1,-2,-6
C[C@@H]1CN([C@H](C)CO)C(=O)CCCn2cc(nn2)CO[C@H]1CN(C)S(=O)(=O)c1ccc2c(c1)OCCCO2,-6,1
COCCNC(=O)C1(C)CCCN(C(=O)c2ccc(F)c(Cl)c2)C1 (stereo not given),-1,7
CN(C)C(=O)N1CCc2ccc([N+](=O)[O-])cc21,-14,0
COC(=O)[C@]12CCCCC=C1N(Cc1ccc(Cl)cc1Cl)C(=O)[C@H](CC(=O)N1CCN(C(=O)c3ccco3)CC1)C2,9,0
CC1(C(=O)NS(=O)(=O)c2cccc(OC(F)F)c2)CCN1C(=O)c1ccccc1CCc1ccccc1 (stereo not given),-3,0
CCOC(=O)Cc1ccc(Nc2nc3cc(-c4sccc4C)sc3c(=O)n2C)cc1,19,-6
CN(C)c1ccc(-c2ccnc3c2CC(C)(C(=O)Nc2ccc(F)c(Cl)c2)O3)cc1 (stereo not given),8,8
CCOC(=O)C1=C(Nc2ccccc2)CSC1,3,3
COc1ccc(-c2ccc(C(=O)NC3CCCCC3)c3occc23)c(C)c1,15,24
Cc1ccc(S(=O)(=O)N2CCCOC2CNC(=O)C(=O)NCCc2ccco2)cc1 (stereo not given),-6,7
O=C(NCc1ccccc1)c1ccc(CS(=O)Cc2cccc(Cl)c2)o1 (stereo not given),1,-3
CCOc1ccc(CCN2C(=O)C(=O)N([C@@H](CC(C)C)CN3CCC[C@H]3CN3C(=O)C(=O)NC[C@@H]3Cc3ccccc3)C[C@@H]2CC(C)C)cc1,-13,6
COC(=O)c1ccc2nc(C3CCCCC3)c(Cc3cccc(F)c3)n2c1,9,-6

Given with values under each structure: entries from further up
Values run as follows: EBI2 block | CXCR6 inh
CC1(C(=O)NS(=O)(=O)c2cccc(OC(F)F)c2)CCN1C(=O)c1ccccc1CCc1ccccc1 (stereo not given)
→ -3 | 0
CCOC(=O)Cc1ccc(Nc2nc3cc(-c4sccc4C)sc3c(=O)n2C)cc1
→ 19 | -6
CN(C)c1ccc(-c2ccnc3c2CC(C)(C(=O)Nc2ccc(F)c(Cl)c2)O3)cc1 (stereo not given)
→ 8 | 8

Remaining list, next part
smiles,EBI2 block,CXCR6 inh
CCCCn1nnnc1C(c1ccccc1)N1CCN(c2ncccn2)CC1 (stereo not given),-2,0
O=C(NC(c1ccc(Cl)cc1)c1cccnc1)C1CCN(CCOc2ccc(Cl)cc2Cl)CC1 (stereo not given),16,-3
CCCCCC(=O)N1C[C@H](n2cc(-c3ccc(F)cc3)nn2)[C@@H](O)C[C@@H]1c1ccc(OC)cc1,7,3
CCNC(=O)C1CCCN(C(=O)c2ccc3ccccc3c2)CC1 (stereo not given),1,0
COc1ccc(NC(=O)C2CC(=O)N(c3ccc(C)cc3)C2)cc1S(=O)(=O)N1CCCCC1 (stereo not given),-8,2
C[C@@H]1CN([C@@H](C)CO)S(=O)(=O)c2ccc(Br)cc2O[C@H]1CN(C)C(=O)Nc1ccc(C(F)(F)F)cc1,8,-4
CCc1nnc(NS(=O)(=O)c2ccc(NC(=O)c3ccc([N+](=O)[O-])s3)cc2)s1,-19,-6
Cc1csc(N=Cc2ccc([N+](=O)[O-])o2)n1,-21,-6
Cc1ccc(CN2CCC(C(=O)c3ccc(F)cc3)CC2)cc1,0,-8
CC1=C(C(=O)N(C(C)C)C(C)C)CC(CC(=O)NC2CCCCC2)C(=O)N1Cc1ccc(F)cc1 (stereo not given),-12,-1

Random excerpt: 7 entries already listed.
smiles,EBI2 block,CXCR6 inh
CC1(C(=O)NS(=O)(=O)c2cccc(OC(F)F)c2)CCN1C(=O)c1ccccc1CCc1ccccc1 (stereo not given),-3,0
CCOC(=O)C1=C(Nc2ccccc2)CSC1,3,3
O=C(NCc1ccccc1)c1ccc(CS(=O)Cc2cccc(Cl)c2)o1 (stereo not given),1,-3
O=C(/C=C/[C@H]1O[C@@H](n2ccc(=O)[nH]c2=O)[C@H](O)[C@@H]1O)N[C@@H](Cc1ccccc1)C(=O)O,-5,-4
CN(C)C(=O)N1CCc2ccc([N+](=O)[O-])cc21,-14,0
CC(C)c1cccc(C(C)C)c1NC(=O)c1ccc(-c2cc(Cl)ccc2Cl)o1,18,1
Cc1ccc(CN2CCC(C(=O)c3ccc(F)cc3)CC2)cc1,0,-8

Next compounds follow.
smiles,EBI2 block,CXCR6 inh
COC(=O)c1cccc2c1C(=O)c1cc([N+](=O)[O-])ccc1-2,-32,-9
CC1C(=O)N(Cc2cn(CCC3OCCO3)nn2)CCS(=O)(=O)N1Cc1ccc(-c2cccc(N(C)C)c2)cc1 (stereo not given),3,3
O=C(CS(=O)(=O)c1ccc(Cl)cc1)N1CCN(c2ccccc2)CC1,0,-4
OC(c1ccccc1)c1ncc(-c2ccc(Oc3ccccc3)cc2)[nH]1 (stereo not given),11,4
O=C(Nc1nnc([C@H]2C[C@H](O)[C@@H](CO)O2)s1)Nc1ccc(F)cc1F,-25,4
NC(CCc1ccccc1)c1csc(NC(=O)Nc2cccc(Cl)c2)n1 (stereo not given),3,-22
N#CC1C(=O)NC(=O)C(C#N)C12CCCC2 (stereo not given),-5,1
COCCNc1ncnc2c1ncn2[C@H]1CN(Cc2cc(OC)c(OC)c(OC)c2)C[C@@H](CO)O1,-4,-6
Cn1c2c(c(=O)n(C)c1=O)CS(=O)c1ccccc1N2 (stereo not given),-4,-2
O=[N+]([O-])c1ccc(NN=CC2CCCCCC2)c([N+](=O)[O-])c1,-5,-10
COc1ccc([C@H]2C[C@@H](n3cc(C4CC4)nn3)[C@H](O)CN2C(=O)C2CCCCC2)cc1,-2,-4
CCCCN(C=O)c1c(CC)nc2c(OCCOc3ccccc3)cccn12,-5,-5
COc1ccc2c(c1OC)C(CC(C)=O)N1CCc3cc4c(cc3C1C2=O)OCO4 (stereo not given),8,2
CC(C)(C)c1ccc(C(=O)N2CCC2(C)C(=O)NS(=O)(=O)c2ccc(C#N)cc2)cc1 (stereo not given),-8,2
COc1ccc(-c2nc3c(C)cc(Br)cn3c2Cc2cccc(Cl)c2)cc1OC,30,5
C=C1C(=O)[C@]23C[C@H]1CCC2[C@]1(C)CCC[C@@](C)(C(=O)O)C1C[C@@H]3O (stereo not given in full),21,4
CCC(C(=O)N1CCN(Cc2ccc3c(c2)OCO3)CC1)n1nnc2ccccc2c1=O (stereo not given),-3,-6
CN(C)C(=O)c1cccc(-c2cnc3sc(NCc4ccc5c(c4)OCO5)nn23)c1,-2,2
Cc1ccc2cccc([N+](=O)[O-])c2n1,-6,-1
C#CCN(CC(=O)OCC)S(=O)(=O)CCNC1CC1,-6,-2
CC(C)n1c(=O)nc(-c2ccccc2)c2cc3c(cc21)OCO3,-32,-2
O=c1[nH]c2cc(Cl)cc([N+](=O)[O-])c2c2ccc(Cl)cc12,2,-8
COc1ccc(C(C)=O)cc1Cn1c(C)c(C(=O)NCC(C)C)sc1=O,-5,7
Cc1cn([C@H]2C[C@H](O)[C@@H](CNCc3ccccc3)O2)c(=O)[nH]c1=O,-3,-1
Cc1cccnc1C(NC(=O)C1CCN(Cc2ccc(Cl)cc2)CC1)c1ccc(F)cc1 (stereo not given),7,14
C[C@@H]1CN([C@@H](C)CO)C(=O)CCCn2nncc2CO[C@H]1CN(C)S(=O)(=O)c1ccc2c(c1)OCCCO2,1,-3
Cc1cccc(C)c1-n1nnnc1C(c1ccnc2ccccc12)N1CCN(c2ccccc2F)CC1 (stereo not given),7,18
O=[N+]([O-])c1ccc2c([N+](=O)[O-])ccc3c2c1CC3,-12,7
CCCc1c(-c2ccccc2F)ncn1Cc1ccccc1OC,12,2
COCCNc1nc(Nc2ccc(F)cc2)c2sccc2n1,-7,-2
C[C@@H]1CN([C@H](C)CO)C(=O)c2c(c3ccccc3n2C)-c2ccccc2CO[C@H]1CN(C)C(=O)CCC(F)(F)F,-6,-2
C[C@@H]1CN([C@@H](C)CO)C(=O)CCCn2nncc2CO[C@H]1CN(C)S(=O)(=O)c1ccc2ccccc2c1,3,0
Cn1ccc2c(N3CCCCC3)cc3c(c21)C1CCC3O1 (stereo not given),-8,-2
S=C(Nc1ccccc1)Nc1ccccn1,-2,5
CC1C(=O)N(Cc2cn(CCC3OCCO3)nn2)CCS(=O)(=O)N1Cc1ccc(-c2ccc(F)nc2)cc1 (stereo not given),-3,-3
O=C(Nc1ccc2c(c1)OCCO2)C(c1ccnc2ccccc12)N1CCN(c2ccc(C(F)(F)F)cn2)CC1 (stereo not given),10,10
CC(=O)Oc1ccccc1Cn1c(C)c(C(=O)NCc2ccc(Cl)c(Cl)c2)sc1=O,18,8
CCNC(=O)C1CCCN(C(=O)c2ccc(F)c(Cl)c2)CC1 (stereo not given),-20,2
CC(C)CC1C(=O)N(Cc2cn(CCC3OCCCO3)nn2)CCS(=O)(=O)N1Cc1ccc(-c2ccc(Cl)c(Cl)c2)cc1 (stereo not given),25,-4
OCCN1CCN(CCCN2c3ccccc3CCc3ccccc32)CC1,-3,5
CN(C)C(=O)c1cnc(Cc2c[nH]c3ccccc23)c(I)c1,-6,6
CCCCNC(=O)C1(C)CCC(=O)N1CCOc1ccccc1 (stereo not given),-12,-6
O=C(NCc1cccnc1)c1cc(C2CCCCN2C(=O)c2ccccc2)on1 (stereo not given),-1,1
CCCCCC(=O)N1C[C@@H](O)[C@H](n2cc(C3CC3)nn2)C[C@@H]1c1ccc(OC)cc1,-2,1
